Lipid storage S3: qHTS Assay for Lipid Storage Modulators in Drosophila S3 Cells. Drosophila S3 cells, BODIPY lipid droplet fluorescence, 18-24 h; cells fed with added oleic acid. Potency in µM for hits, for the others lipid storage change, negative = inhibition, % at the top dose, mostly 46.1 µM. 320,000 tested, 0.64% active. AID 2685; active = well fitted inhibition curve with a large enough effect in the signal ratio, with a control signal flat, not every such curve was filed as active; inconclusive = small, poorly fitted or top-dose-only effect, or effect the other way, or a change in a side signal; the % refers to the signal ratio
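Drosophila S3 cells loaded with oleic acid (400 uM, as added) and compounds at several concentrations; lipid droplets imaged by 488-nm laser-scanning cytometry, 500–530 nm intensity and object ratio to cell channel. Percent activity normalized to 20 uM Triacsin C.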
Lipid storage S3 cell count max: further read-out of Lipid storage S3, marked with its call; cell number change, %; measured here: cell count max response;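 cells counted by Cell Tracker Red CMTPX staining in the red channel; peak over a dose series mostly up to 46.1 µM; percent activity relative to internal control wells on each plate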
An asterisk follows results filed as active; i = inactive; ? = inconclusive; . = no result given; [ ] = dose if it differs, or a comment. % is scaled to controls: 0 for no effect and ±100 for the full control effect; potency is read from the fitted curve at half-maximal effect. The list is partial; rates above refer to the full screens.

Order of results – Lipid storage S3	Lipid storage S3 cell count max
O=C(O)CSc1ncnc2c1sc1nc(-c3ccccc3)c3c(c12)CCC3
→ ?	.
Cc1ccccc1NC(=S)N1CCOCC1
→ ?	.
CC1(C)NC(=O)N(CC(O)COc2ccccc2-c2ccccc2)C1=O (stereo not given)
→ 1%	3
COc1cc(C2C=C(C34CC5CC(CC(C5)C3)C4)NC(=S)N2)cc(OC)c1OC (stereo not given)
→ ?	.
CCOC(=O)CNC(=O)CSc1nnc(COc2ccc(Cl)cc2)n1CC
→ ?	.
O=C(COC(=O)C1CCCN1C(=O)C12CC3CC(CC(C3)C1)C2)c1ccc(Br)cc1 (stereo not given)
→ -3%	-1
COc1ccc(Br)cc1CNC(=O)CCC(=O)N1CCSc2ccccc21
→ ?	.
CCN(CC)CCN1C(=O)C2C(C(=O)Nc3cccc(SC)c3)C3C=CC2(O3)C1C(=O)NC1CCCC(C)C1C (stereo not given)
→ i	5
CCOc1ccc(N(CC(=O)Nc2ccc(C)c(Cl)c2)S(C)(=O)=O)cc1
→ ?	.
COn1c(-c2ccccc2)nc2ccc(Cl)cc21
→ ?	.
N#C/C(=C/c1ccc(-c2ccc(Br)cc2)o1)C(=O)NC1CCCCC1
→ -16%	-1
Cc1cccn2c(=O)c(C=O)c(NCc3ccccc3)nc12
→ 4%	1
Cc1ccn(C(=O)c2ccc(NC(=O)CC(C)C)cc2)n1
→ ?	.
COc1cc(C(Nc2ccc(S(=O)(=O)N3CCC(C)CC3)cc2)C(=O)NCC2CCCO2)cc(OC)c1OC (stereo not given)
→ 28%	9
COc1ccc(NS(=O)(=O)c2cccc(C(=O)NCc3ccccn3)c2)cc1
→ i	.
O=C(CSc1nc2ccccc2o1)Nc1ccc(N2CCOCC2)c(Cl)c1
→ ?	.
COC(=O)CC1(c2cccc3ccccc23)C(=O)c2ccccc2C1=O
→ ?	.
CNS(=O)(=O)c1cn(CC(=O)N(C)Cc2ccccc2)cc1S(=O)(=O)NC
→ 15%	-1
COc1cccc(CC(=O)OCc2csc(CC(=O)Nc3ccccc3C)n2)c1
→ ?	.
COc1cc2c(cc1O)[C@H](Cc1ccc(Oc3cc(C[C@@H]4NCCc5cc(OC)c(O)cc54)ccc3O)cc1)NCC2
→ 20%	11
CC(=O)c1c(C)n(C)c2ccc(OC(=O)c3ccc([N+](=O)[O-])cc3)cc12
→ 0%	17
N#Cc1ccc(OCc2nnc(SCC(=O)N3CCCc4ccccc43)n2-c2ccccc2)cc1
→ 22%	-13
CCOC(=O)c1cc2c(=O)n3ccccc3nc2n(CCOC)c1=NC(=O)c1ccncc1
→ i	.
COc1ccc(C2(C(=O)Nc3cc(C)on3)CCOCC2)cc1
→ 7%	-7
O=C(Nc1ccc(S(=O)(=O)NCc2ccco2)cc1)c1ccc2ccccc2n1
→ ?	.
O=C(Nc1nc2ccccc2[nH]1)C12CC3CC(CC(C3)C1)C2
→ ?	.
O=C(CN(CCc1ccccc1)C(=O)CNS(=O)(=O)c1ccccc1)NCC1CCCO1 (stereo not given)
→ i	.
Cc1cc(NC(=O)CSc2nc3ccccc3n2CCC#N)no1
→ ?	.
CCN1CCN(c2cc(C)c3cc(NC(=S)N4CCOCC4)ccc3n2)CC1
→ ?	.
Cc1ccc(C(=O)NNC(=O)Cc2cccs2)cc1
→ 9%	6

Record cards (already shown). Order of values: Lipid storage S3 | Lipid storage S3 cell count max
O=C(CSc1nc2ccccc2o1)Nc1ccc(N2CCOCC2)c(Cl)c1 is listed as ? | .
COc1cccc(CC(=O)OCc2csc(CC(=O)Nc3ccccc3C)n2)c1 is listed as ? | .
Cc1cc(NC(=O)CSc2nc3ccccc3n2CCC#N)no1 is listed as ? | .
COC(=O)CC1(c2cccc3ccccc23)C(=O)c2ccccc2C1=O is listed as ? | .

(list continues)
Order of results – Lipid storage S3	Lipid storage S3 cell count max
CCOC(=O)N1CCc2[nH]c3ccc(C)cc3c2C1
→ ?	.
CCN(CC)C(=O)c1cccc(NC(=O)c2ccc3c(=O)n4c(nc3c2)CCC4)c1
→ -8%[0.0737 µM]	26
COc1ccc(Cl)cc1NC(=O)COC(=O)/C=C/c1c(C)nn(C2CCS(=O)(=O)C2)c1Cl (stereo not given)
→ ?	.
C/C(=N/NC(=O)CNC(=O)c1ccccc1F)c1ccc2c(c1)CCCC2
→ 3%	-1
Cc1ccc(N2CC(C(=O)N/N=C/c3cccc([N+](=O)[O-])c3)CC2=O)cc1 (stereo not given)
→ i	.
CCN(CC)Cc1c(-c2ccccc2)[nH]c2ccc(C)cc2c1=O
→ ?	.
CC1CN(C2CCCCC2)c2nc3c(c(=O)n(C)c(=O)n3C)n2C1 (stereo not given)
→ 3%	11
NS(=O)(=O)c1ccc(NCc2c(F)cccc2Cl)cc1
→ 26%	-6
CC(Oc1ccccc1)C(=O)Nc1nc(-c2ccccn2)cs1 (stereo not given)
→ ?	.
O=c1[nH]c(N2CCCCCC2)nc2ncn(Cc3ccccc3)c12
→ -2%	7
CC(=O)N1CCN(c2ccccc2NC(=O)c2ccco2)CC1
→ i	-9
O=C(CSc1nnnn1C1CCCCC1)N1CCN(C(=O)c2ccco2)CC1
→ -11%	-8
O=C(CCCc1ccccc1)N1CCN(C2CCCCC2)CC1
→ ?	.
COc1cccc(CN(C)CC(=O)NCc2ccc(C)cc2)c1
→ i	21
CCOC(=O)c1sc(NC(=O)c2cc3n(n2)C(C(F)(F)F)CC(c2ccccc2)N3)c(C(=O)OCC)c1C (stereo not given)
→ 8%	-14
O=C(NCCC1=CCCCC1)C(=O)NCC(c1ccco1)N1CCN(c2ccccc2)CC1 (stereo not given)
→ 8%	2
COc1cc2c(cc1O)C(Cc1ccc(O)cc1)[N+](C)([O-])CC2 (stereo not given)
→ 23%	4
COCCCN1C(=O)C(O)=C(C(C)=O)C1c1ccccn1 (stereo not given)
→ ?	.
O=C(Nc1ccon1)c1ccc(N2CCCCC2)c([N+](=O)[O-])c1
→ -3%	-11
CN(C)S(=O)(=O)c1cccc(NC(=O)c2ccc3nccnc3c2)c1
→ ?	.
CC(=O)N1CCc2cc(S(=O)(=O)CCC(=O)N3CCc4ccccc4C3)ccc21
→ ?	.
O=C(Nc1nnc(Cc2ccc(Cl)cc2)s1)C1CCCO1 (stereo not given)
→ -7%	14
CCCCNC(=O)CCC(=O)Nc1ccc2nc(N3CCN(C)CC3)cc(C)c2c1
→ ?	.
COc1cccc(NC(=O)Nc2ccc3c(c2)nnn3C)c1
→ -4%	9
COC(=O)Cn1c(=NC(=O)CSCC(=O)Nc2cc(C)on2)sc2ccccc21
→ 10%	10
CNC(=O)c1c(NC(=O)C2=COCCO2)sc2c1CCC(C)C2 (stereo not given)
→ ?	.
COc1cc(/C=N/Nc2nc(Nc3ccccc3)nc(N3CCCCC3)n2)ccc1OCC(=O)O
→ ?	.
Cc1cc(C)nc(N2CCN(c3ncnc4c3oc3ccccc34)CC2)n1
→ ?	.
Cc1ccc(-c2cc(C(=O)Nc3nn[nH]n3)c3ccccc3n2)cc1
→ ?	.
CCCOc1ccc(N/C=C/C(=O)c2cc(OC)c(OC)c(OC)c2)cc1
→ ?	.
CCNC(=S)NNC(=O)c1ccccc1OC(F)F
→ ?	.
C=CCNc1ncnc2sc(SC)nc12
→ 9%	3
CC1(C)NC(=O)N(CC(=O)N2CCN(c3cccc(Cl)c3)CC2)C1=O
→ ?	.
Cc1ccc(NC(=O)CSc2ccc(C(N)=O)cc2[N+](=O)[O-])cc1C
→ ?	.
CCCc1cc(=O)oc2c(C)c(OCC(=O)NCc3ccccn3)ccc12
→ ?	.
CSc1nc(-c2ccc(C)cc2)nc(C(Cl)Cl)n1
→ 7%	11
O=C(NCC1COc2ccccc2O1)c1ccccc1 (stereo not given)
→ 1%	5
Cc1ccc(S(=O)(=O)N(C)C)cc1NC(=O)CN1C(=O)NC2(CCCCCC2)C1=O
→ ?	.
COCCCNC(=S)Nc1ccc2nc(N3CCOCC3)cc(C)c2c1
→ 2%	1
CS(=O)(=O)c1sc(C#N)c2c1C(=O)CC(c1ccccc1)C2 (stereo not given)
→ ?	.
CC(=O)c1c(C)[nH]c(C(=O)NCc2ccccc2F)c1C
→ ?	.
CCN1CCN(C(C(=O)NC2CCCC2)c2cc3c(cc2[N+](=O)[O-])OCO3)CC1 (stereo not given)
→ ?	.
CSc1nc2ccc3nc(NC(=O)c4ccc(C)cc4)sc3c2s1
→ -16%	.
O=C(CN(Cc1ccc(F)cc1)C(=O)CCC(=O)Nc1ccccn1)NCCc1ccccc1
→ ?	.
COC(=O)[C@]1(CC(C)C)N[C@H](c2ccc(-c3ccc(Cl)c(Cl)c3)cc2)[C@@H]2C(=O)N(C)C(=O)[C@@H]21
→ ?	.

An excerpt from further up, for reference:
Order of results – Lipid storage S3	Lipid storage S3 cell count max
CCNC(=S)NNC(=O)c1ccccc1OC(F)F
→ ?	.
C=CCNc1ncnc2sc(SC)nc12
→ 9%	3
CC1(C)NC(=O)N(CC(=O)N2CCN(c3cccc(Cl)c3)CC2)C1=O
→ ?	.
Cc1ccc(NC(=O)CSc2ccc(C(N)=O)cc2[N+](=O)[O-])cc1C
→ ?	.
CCCc1cc(=O)oc2c(C)c(OCC(=O)NCc3ccccn3)ccc12
→ ?	.
CSc1nc(-c2ccc(C)cc2)nc(C(Cl)Cl)n1
→ 7%	11
O=C(NCC1COc2ccccc2O1)c1ccccc1 (stereo not given)
→ 1%	5

Later entries
Order of results – Lipid storage S3	Lipid storage S3 cell count max
CC1=C(C(=O)Nc2ccccc2)C(c2cccnc2)n2ncnc2N1 (stereo not given)
→ -4%	7
COc1ccc(OC)c(NC(=O)CCOc2cccc(C)c2)c1
→ ?	.
COc1ccc([C@@H](OC)[C@@]2(Cc3ccc(O)cc3)N=C(N)N(C)C2=O)cc1
→ ?	.
CON(C)c1nc(OCCNC(=O)COc2ccc(Cl)cc2C)nc(N(C)C)n1
→ 5%	0
Cc1ccc(-c2noc(C3CCCN(C(=O)c4c(F)cccc4F)C3)n2)cc1 (stereo not given)
→ ?	.
COc1ccc(NS(=O)(=O)c2cc(NC(=O)C3CC3)ccc2N2CCCCC2)cc1
→ ?	.
COc1ccc(CCNc2c(C=O)c(=O)[nH]c3ccccc23)cc1OC
→ i	.
Cc1cccc(C)c1NC(=O)CNC(=O)c1ccc2nc[nH]c2c1
→ ?	.
CC(C)CNC(=S)Nc1ccccc1F
→ ?	.
COc1ccc([C@@H]2CC=C(C(=O)O)[C@H](c3cccc(Cl)c3)N2S(=O)(=O)c2ccccc2C)cc1
→ ?	.
O=C(Nc1ccc(C(F)(F)F)cc1)c1ccccc1Br
→ -4%	2
OCCN1CN=C(Nc2nc3ccccc3s2)NC1
→ i	14
Cc1ccc(/C=C/C(=O)N2CCN(S(=O)(=O)c3ccc(C)c(C)c3)CC2)o1
→ -2%	-3
C/C(=N\N=C\c1cccc(F)c1)c1nnn(-c2nonc2N)c1C
→ 21%	-1
Cc1cnc(C(=O)OCC(=O)Nc2c(Cl)cc(Cl)cc2Cl)cn1
→ 9%	4
COc1ccc(F)cc1S(=O)(=O)NCCN1CCOCC1
→ ?	.
Cn1c(C(=O)OC(C(=O)NC2CCCCC2)c2cccnc2)cc2sccc21 (stereo not given)
→ ?	.
CCc1ccc(OCC(=O)N2CC(C(N)=O)Oc3ccccc32)cc1 (stereo not given)
→ ?	.
O=C1c2ccccc2C(=O)N1CCCCSc1nnc2ccccn12
→ ?	.
CC(C)c1ccc(-n2nc3ccc(N)cc3n2)cc1
→ ?	.
COC(=O)c1sccc1NC(=O)CC1C(=O)NCCN1C(=O)Nc1ccc(F)cc1F (stereo not given)
→ 3%	-6
Cc1c(C)c2ccc(OCC(=O)N3CC[C@@]4(O)CCCC[C@H]4C3)c(C)c2oc1=O
→ ?	.
Cc1ccc(C)c(CN2CCC(CNC(=O)Nc3cccc(Cl)c3C)CC2)c1
→ 26µM*	-2.8*
COC(=O)c1ccccc1CSc1nsc(C)c1C#N
→ 9.2µM*	26*
CCOc1ccc(N2CC(C(=O)Nc3ccccn3)CC2=O)cc1 (stereo not given)
→ ?	.
CC(C)C(=O)Nc1cccc(NC(=S)NC(=O)c2ccccc2Cl)c1
→ i	15
Cc1cc(C)nc(SCc2cn3ccccc3n2)n1
→ ?	.
O=C(Cn1cc2c(n1)CCCC2)N1CCOCC1
→ ?	.
Cc1ccc(C(=O)N/N=C/C=C/c2ccccc2)cc1
→ ?	.
CC(Oc1cccc([N+](=O)[O-])c1)C(=O)NCCC1=CCCCC1 (stereo not given)
→ ?	.
CCOC(=O)C(=O)NCC(c1cccs1)S(=O)(=O)c1ccc(Cl)cc1 (stereo not given)
→ 1%	-6
O=c1oc(-c2cccs2)nc2sc3c(c12)CCCCC3
→ -10%	7
CCOc1ccc(C(=O)COC(=O)c2c(-c3ccccc3)noc2C)cc1
→ ?	.
CC(=O)NC(CCS(C)(=O)=O)C(=O)Nc1cccc(Cl)c1Cl (stereo not given)
→ 18%	20
Fc1ccccc1N1CCN(C2CCN(Cc3c[nH]c4ccccc34)CC2)CC1
→ ?	.
C(=C\c1ccccc1)/CSc1ccccn1
→ 29%	.
Cc1ccc(-c2nc3cccnc3s2)cc1NS(C)(=O)=O
→ 7%	6
COc1ccc(N(C(=O)c2snc(C(N)=O)c2N)C(C(=O)NC2CCCC2)c2cccs2)c(OC)c1 (stereo not given)
→ ?	.
COc1ccccc1NC(=O)COc1ccccc1
→ ?	.

Source: PubChem BioAssay (National Center for Advancing Translational Sciences (NCATS))
